# MT1-MMP txn act = MT1-MMP promoter reporter activation – cell-based, luciferase luminescence, primary screen; activation factor at 10 µM; HT1080 MT1-MMP promoter luciferase reporter, overnight; active compounds read high; 86,000 compounds, 0.16% hits;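 active means activation factor of at least 2 for MT1-MMP transcription at 10 µM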
# Mac1 fbg enh = enhancers of CD11b/CD18 adhesion to fibrinogen, primary screen, K562 cells, luminescence; activation, % at 10 µM; Integrin beta-2 (Homo sapiens) + Integrin alpha-M (Homo sapiens), P05107+P11215; 93,000 compounds, 0.07% hits; ATPlite luminescence;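 active means 10 µM primary screen giving 50% or more activity, confirmed by 40% or more on retest at that dose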; further: strong numbers were not always called active; reference of the scale not given here
# PLAP act = PLAP enzyme activators, biochemical, luminescence, HTS. purified PLAP enzyme, luminescent substrate read-out; active compounds read high. Alkaline phosphatase, placental type (Homo sapiens), P05187. 96,000 compounds, 1.2% hits. activation fold at 20 µM. AID 696, 2007; in the data active means activation fold above about 2
# ERa SRC1 inh = ERα–SRC-1 coactivator interaction inhibitors, primary screen, biochemical, TR-FRET, ERα LBD, estradiol-bound; TR-FRET ER-alpha LBD / SRC-1 peptide; 86,000 compounds, 1.7% hits; Estrogen receptor (Homo sapiens), P03372; inhibition, % at 25.6 µM; in the data active means inhibition above about 50%;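 further: 0% = receptor plus peptide control and 100% = peptide only without receptor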
# Target sequence (P03372 whole entry, looked up, the tested form may be a part): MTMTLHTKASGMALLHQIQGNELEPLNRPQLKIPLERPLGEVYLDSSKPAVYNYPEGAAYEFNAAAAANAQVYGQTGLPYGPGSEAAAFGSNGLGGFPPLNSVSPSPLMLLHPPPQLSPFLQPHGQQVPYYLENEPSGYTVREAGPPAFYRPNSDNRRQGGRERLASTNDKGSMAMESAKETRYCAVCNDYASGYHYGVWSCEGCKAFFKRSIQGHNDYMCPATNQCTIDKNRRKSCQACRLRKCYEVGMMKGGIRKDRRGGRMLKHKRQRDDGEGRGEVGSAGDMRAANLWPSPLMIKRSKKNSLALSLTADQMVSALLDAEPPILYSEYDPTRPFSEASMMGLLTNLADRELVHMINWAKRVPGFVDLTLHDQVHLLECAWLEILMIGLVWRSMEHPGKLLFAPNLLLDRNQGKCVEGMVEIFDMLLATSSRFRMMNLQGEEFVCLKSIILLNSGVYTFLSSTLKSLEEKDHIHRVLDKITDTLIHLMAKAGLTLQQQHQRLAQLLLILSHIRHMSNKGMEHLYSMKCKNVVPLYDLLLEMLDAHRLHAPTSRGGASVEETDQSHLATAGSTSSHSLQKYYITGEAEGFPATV
# CD11b adhes inh = inhibitors of CD11b/CD18 adhesion to fibrinogen, primary screen, K562 cells, luminescence; ATPlite luminescence; Mn2+ added to activate the integrin; inhibition, % at 10 µM; 93,000 compounds, 0.54% hits;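 active means primary inhibition of 50% or more at 10 µM, then 40% or more on retest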; further: some results filed as inactive read as strong as hits
# ERa SRC1 pot = enhancers of ERα–SRC-1 coactivator binding, primary screen, biochemical, TR-FRET, ERα LBD, low estradiol | Estrogen receptor (Homo sapiens), P03372 | TR-FRET ERalpha-LBD/SRC-Cy5 coactivator binding, 2 h; 100 = basal binding, no effect | coactivator binding (% of control), % at 25.6 µM | 86,000 compounds, 1.3% hits; in the data active means activity above about 200%;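 further: binding measured in presence of low estradiol as agonist stimulus; 0% = peptide alone without receptor and 100% = receptor with peptide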
# FAK inh = FAK kinase inhibitors, primary screen, biochemical; 97,000 compounds, 0.84% hits; Focal adhesion kinase 1 (Homo sapiens), Q05397; biochemical FAK kinase activity assay; inhibition, %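 (tested at 7 µM)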; in the data active means inhibition above about 19%;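 further: 0% = DMSO and 100% = reference compound high control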
# E coli WT exp = growth inhibitors of wild-type E. coli, primary screen, strain BW25113, expanded library, OD600. OD600 absorbance. growth inhibition, % at 100 µM. 98,000 compounds, 0.15% hits. AID 710, 2007;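 active means growth inhibition above about 50% at one test dose, limit read from the data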;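 further: growth measured after 20 h incubation at 37 °C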
# ERb coact inh = inhibitors of ERβ-SRC1 coactivator interaction, primary screen, biochemical, TR-FRET, ERβ LBD, SRC-1 peptide; Estrogen receptor beta (Homo sapiens), Q92731; TR-FRET ER-beta LBD / SRC1-Cy5 peptide binding; receptor agonist-loaded with 1 µM estradiol; inhibition, % at 25.6 µM; 86,000 compounds, 1.3% hits; AID 633, 2007;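 active means compounds whose percent inhibition of the receptor-coactivator binding signal exceeds about 50% in the single-dose screen, limit read from the data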;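 further: 0% = receptor plus peptide wells without compound and 100% = peptide-only wells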
# Target sequence (Q92731 whole entry, looked up, the tested form may be a part): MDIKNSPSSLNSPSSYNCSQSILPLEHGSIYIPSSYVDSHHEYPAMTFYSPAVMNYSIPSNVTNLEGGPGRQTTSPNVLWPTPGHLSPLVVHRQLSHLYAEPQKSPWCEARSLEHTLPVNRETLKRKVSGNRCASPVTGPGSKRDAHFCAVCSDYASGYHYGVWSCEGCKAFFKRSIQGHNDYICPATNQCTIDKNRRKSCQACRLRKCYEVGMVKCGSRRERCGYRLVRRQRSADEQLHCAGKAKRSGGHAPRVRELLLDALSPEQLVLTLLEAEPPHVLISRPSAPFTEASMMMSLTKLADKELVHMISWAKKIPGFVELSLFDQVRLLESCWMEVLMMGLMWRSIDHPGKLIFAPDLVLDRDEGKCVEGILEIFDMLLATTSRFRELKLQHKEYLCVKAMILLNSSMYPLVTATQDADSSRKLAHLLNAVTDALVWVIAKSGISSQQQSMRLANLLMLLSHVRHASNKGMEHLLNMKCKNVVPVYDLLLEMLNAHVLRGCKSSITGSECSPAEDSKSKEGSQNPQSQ
# * = called active by the depositor; · = not tested or not shown; [ ] = dose if it differs, or a comment. Not a hit list, and some 5.1% of all compounds hit somewhere here.
SMILES,MT1-MMP txn act,Mac1 fbg enh,PLAP act,ERa SRC1 inh,CD11b adhes inh,ERa SRC1 pot,FAK inh,E coli WT exp,ERb coact inh
c1ccc(-n2nnnc2-n2cnc3ccccc32)cc1,·,-1,1.1,-9,2,113,0,6,-4
CC1Oc2ccccc2N(CC(=O)Nc2ccc3c(c2)OCCO3)C1=O (stereo unspecified),1.2,-1,1,1,-6,99,2,-3,-6
O=C(CSc1n[nH]c(-c2ccc(Cl)cc2Cl)n1)Nc1ccccn1,·,0,1.7,·,10,·,0,-5,·
O=C1c2ccccc2C(=O)N1c1ncccn1,1.2,-5,1.1,11[fluorescence artefact?],-12,124[fluorescence artefact?],·,-5,0[fluorescence artefact?]
COc1ccc(C(=O)NCc2nnc(SC)n2C2CCCCC2)cc1,1.2,·,·,-4,·,114,·,-7,-3[fluorescence artefact?]
O=C(/C=C/c1ccccc1)CC(O)(c1ccccc1)C(F)(F)C(F)F (stereo unspecified),1,-1,0.5,-1,-6,106,-2,-1,1
CC(C)OC(=O)[C@H]1[C@H](c2ccc(Cl)cc2)[C@@](C#N)(C(N)=O)[C@@H]2C=CC(C(N)=O)=CN21,1,-1,1.1,36,-12,66,-1,7,9
CCn1c(CNc2ccc(OC)cc2)nnc1SCC(=O)N1CCCc2ccccc21,1.2,1,1.1,-8,-1,99,0,7,-8
CSC1=C(C#N)C(CC(C)C)C(C(C)=O)=C(C)N1 (stereo unspecified),1.2,-1,0.8,-4,-12,125,3,-6,-8
O=C(CN1CCN(c2ccccc2F)CC1)c1c[nH]c2ccc(F)cc12,1,-2,0.9,1,-9,101,-1,3,-3
COC(=O)Cn1c(CN2CCc3ccccc3C2)nc2c1c(=O)n(C)c(=O)n2C,1,-4,1.4,-6,-8,92,·,-1,-2
O=C(CN(Cc1ccccc1)C(=O)CCC(=O)Nc1nccs1)NCc1ccco1,1.2,0,1.1,6,-9,119,·,1,-1[fluorescence artefact?]
O=C(CN(Cc1ccccc1)C(=O)CSc1nnc(COc2ccccc2)o1)NC1CCCC1,1.1,·,·,-4,·,99,0,·,-2
COCCOC(=O)C1=C(C)N=C2SCCC(=O)N2C1c1ccc(C(=O)OC)cc1 (stereo unspecified),1.2,3,1.5,-2,-15,117,0,6,-12
CCOC(=O)CSCC(=O)Nc1ccc(S(=O)(=O)N2CCCCC2)cc1,1.3,2,1,-11,-14,100,1,1,-25
CC(C)CNS(=O)(=O)c1ccc(CCC(=O)NCc2cccnc2)cc1,1,-1,0.9,1,-12,105,5,-3,-2
CN1c2ccsc2C(O)=C(C(=O)Nc2ccccc2)S1(=O)=O,·,2,1.2,·,-8,·,0,-3,·
C/C(CCc1ccc2c(c1)OCO2)=N\N=C(/N)SC1CC(=O)N(c2ccc(Cl)cc2)C1=O (stereo unspecified),·,1,1.2,·,13,·,-13,1,·
COc1ccc(C(=O)/C(=C/c2cccs2)c2nc3ccccc3o2)cc1,1.4,-6,1.4,4,4,94,-3,-20,1
CCC(CC)C(=O)NCc1ccccc1OC,1.1,1,0.8,-11,10,109,-3,-2,-10
CC(=O)C1=C(O)C(=O)N(Cc2cccnc2)C1c1ccc(Cl)cc1 (stereo unspecified),1.1,·,·,-20,·,112,0,·,-22
O=C1N/C(=C\c2ccc(O)cc2)C(=O)c2ccccc21,·,4,0.7,·,1,·,12,16,·
CCCc1nnc(NC(=O)Cn2c(=O)oc3cc(Br)ccc32)s1,1,-1,0.9,-5,-21,92,1,5,-1
COc1ccc(CCN2C(=O)CC(NCCc3ccc(S(N)(=O)=O)cc3)C2=O)cc1OC (stereo unspecified),1.2,7,1.5,-3,6,93,-1,-1,-12
CCOC(=O)c1sc2ncn(/N=C/N(C)C)c(=O)c2c1C,1.2,2,1,-8,-18,106,-1,-8,11
COc1ccc2nc(NC(=O)CSc3nc(C)cc(C)n3)sc2c1,0.9,-1,1.6,2,-15,94,-1,12,-6
Cn1c(SCC(=O)N/N=C/c2cccs2)nc2ccccc21,·,0,1,·,-22,·,-1,-1,·
Cn1c(=O)n(C)c2cc(S(=O)(=O)NCc3ccco3)ccc21,1,-3,1,0,-10,126,·,5,-4
Cc1ccc(-c2cc(C(=O)N3CCCc4ccccc43)c3ccccc3n2)cc1,·,-2,1.5,·,6,·,2,-18,·
Cn1c(SCC(=O)Nc2nccs2)nnc1-c1ccncc1,1.1,6,1.7,42[fluorescence artefact?],-1,52[fluorescence artefact?],0,1,33[fluorescence artefact?]

# Two of the compounds above, tab-delimited.
structure	MT1-MMP txn act	Mac1 fbg enh	PLAP act	ERa SRC1 inh	CD11b adhes inh	ERa SRC1 pot	FAK inh	E coli WT exp	ERb coact inh
CCOC(=O)c1sc2ncn(/N=C/N(C)C)c(=O)c2c1C	1.2	2	1	-8	-18	106	-1	-8	11
COc1ccc2nc(NC(=O)CSc3nc(C)cc(C)n3)sc2c1	0.9	-1	1.6	2	-15	94	-1	12	-6

# (cont.)
SMILES,MT1-MMP txn act,Mac1 fbg enh,PLAP act,ERa SRC1 inh,CD11b adhes inh,ERa SRC1 pot,FAK inh,E coli WT exp,ERb coact inh
COCCn1c(Cc2ccccc2)nnc1SCC(=O)Nc1cc(C)on1,1.1,-3,0.9,-9,-6,116,-6,3,0
O=C(c1ccc2c(=O)n(Cc3ccc4c(c3)OCO4)c(=S)[nH]c2c1)N1CCCCC1,1,-1,0.9,-18,10,97[fluorescence artefact?],-1,-5,-9[fluorescence artefact?]
CN(C)S(=O)(=O)c1ccc(C(=O)Nc2ccc(Cl)cc2)cc1,1.3,-2,0.8,0,-7,113,9,14,64*[fluorescence artefact?]
CCCS(=O)(=O)NCCc1cc2ccc(OC)cc2[nH]c1=O,1.2,3,1.1,7,-6,102[fluorescence artefact?],·,-2,0
Cc1ccccc1C(=O)N/N=C/c1ccc(OCC(=O)N2CCCCC2)cc1,·,2,1.2,·,-4,·,-1,0,·
N#CC1=C(N)OC2=C(C(=O)CCC2)C1c1ccc(OC(=O)N2CCOCC2)cc1 (stereo unspecified),1,-2,1.4,-5,16,105[fluorescence artefact?],·,3,1
Cc1ccc(S(=O)(=O)N2CCOCC2)cc1C(=O)NCc1ccco1,1.2,3,0.9,-36,2,90,1,1,-15
COc1ccc(-c2c(C)nn3c(N4CCN(Cc5ccccc5)CC4)cc(C)nc23)cc1OC,1,2,1.6,-1,23,120,-3,3,-3
CCOC(=O)C1CCN(Cc2ccc(Cl)c(Cl)c2)CC1,1.2,0,2*,-1,-4,102,1,3,0
COc1ccccc1OCC(=O)Nc1ccc(S(=O)(=O)N2CCCCCC2)cc1,1,1,1.5,1,22,108,-4,-30,-3
O=C(c1ccccc1F)N1CCN=C1SCc1cccnc1,1.1,-6,1.1,-8,2,129,-1,-2,-12
C=CCn1c(=O)/c(=C/c2ccc(F)cc2)s/c1=C(\C#N)c1nnc2n1CCCCC2,1,1,1.3,-10[fluorescence artefact?],6,106[fluorescence artefact?],-6,-3,-3
COc1ccc(OC)c2c(N)c(C#N)c(C(F)(F)C(F)(F)F)nc12,1.2,10,0.9,-7,-6,146,-4,-11,1
CCN(CC)S(=O)(=O)c1cccc(C(=O)NC(C(=O)Nc2nnc(C)s2)C(C)C)c1 (stereo unspecified),1.1,1,1.6,-3,-8,87,0,4,-4
CCCCn1c(-c2ccc(Cl)cc2)nc2c(=O)n(C)c(=O)[nH]c21,1,0,0.9,16[fluorescence artefact?],-7,124[fluorescence artefact?],-2,-7,2
CCCCOc1cc(C)nc(NCc2ccccc2)n1,1.1,3,1.2,-14,80,149,9,5,2[fluorescence artefact?]
CCOc1ccccc1-n1c(SCC(=O)NC2CCCC2)nnc1-c1ccoc1C,1.3,5,1.4,1[fluorescence artefact?],-50,99,-1,5,0[fluorescence artefact?]
CCCCCCCC1CC(CSC(=N)N)OC1=O (stereo unspecified),1.1,-5,0.9,-15,9,95,-1,36,-6
CN(C)S(=O)(=O)Nc1ccc(C(=O)O)cc1,1.1,-1,1,-3,-9,87,2,-2,6
CC1CCN(c2nc3ccccc3nc2C(C#N)C(=O)OC2CCCCC2)CC1 (stereo unspecified),1.2,-2,1,4,14,112,-6,-16,10

# Profiles as entered above:
# `CCN(CC)S(=O)(=O)c1cccc(C(=O)NC(C(=O)Nc2nnc(C)s2)C(C)C)c1` (stereo unspecified) is listed as MT1-MMP txn act = 1.1; Mac1 fbg enh = 1; PLAP act = 1.6; ERa SRC1 inh = -3; CD11b adhes inh = -8; ERa SRC1 pot = 87; FAK inh = 0; E coli WT exp = 4; ERb coact inh = -4
# `C=CCn1c(=O)/c(=C/c2ccc(F)cc2)s/c1=C(\C#N)c1nnc2n1CCCCC2` is listed as MT1-MMP txn act = 1; Mac1 fbg enh = 1; PLAP act = 1.3; ERa SRC1 inh = -10[fluorescence artefact?]; CD11b adhes inh = 6; ERa SRC1 pot = 106[fluorescence artefact?]; FAK inh = -6; E coli WT exp = -3; ERb coact inh = -3

# Next part
SMILES,MT1-MMP txn act,Mac1 fbg enh,PLAP act,ERa SRC1 inh,CD11b adhes inh,ERa SRC1 pot,FAK inh,E coli WT exp,ERb coact inh
CCCS(=O)(=O)N1CCN(C(=O)c2cccc(OC)c2)CC1,1.1,-2,1.2,0,-7,129[fluorescence artefact?],0,4,-5
CC(=S)/C=C1\Sc2ccccc2N1C,·,11,0.8,·,-12,·,-6,3,·
O=C(Nc1ccc(Cl)cn1)c1cc2ccccc2o1,·,-2,0.8,-1,5,102[fluorescence artefact?],1,-4,4
Cc1cc(C(=O)Nc2ccc(S(=O)(=O)Nc3nccs3)cc2)c(C)o1,1.1,-2,1.6,-3,2,128,-8,4,-1
CC(=O)NCCn1c(C)cc2ccccc21,1,10,0.9,1,-50,78,·,2,5[fluorescence artefact?]
CCCCNC(=O)NCC(=O)Nc1ccc(F)c(F)c1,1,0,0.8,-1[fluorescence artefact?],-11,122,-2,8,2[fluorescence artefact?]
CNc1oc(C)nc1S(=O)(=O)c1ccccc1,1.2,-5,1.1,1,-7,124,0,10,-5
COc1ccc(-n2nc3c(c2NC(=O)Cc2cccc(C)c2)CS(=O)C3)cc1 (stereo unspecified),0.9,0,0.9,-3,0,102,4,4,-1
CC(=O)NC(Cc1c[nH]c2ccccc12)C(=O)OCC(=O)Nc1cc(C)on1 (stereo unspecified),1,0,0.9,-10,-10,98,4,3,-5
Nc1ccc(Nc2nc(-c3ccncc3)cs2)cc1,·,-2,0.8,23[fluorescence artefact?],1,57,4,7,6
COc1cc(-c2cn[nH]c2N)cc(OC)c1OC,·,-3,1,-6,4,90,5,5,4
CCc1ccc2[nH]c(=O)c(C(c3nnnn3CCOC)N3CCN(c4ccccc4)CC3)cc2c1 (stereo unspecified),1,6,1.5,10[fluorescence artefact?],-17,73[fluorescence artefact?],0,-12,-1
Brc1ccc2ncnc(Nc3ccc(N4CCOCC4)cc3)c2c1,1.1,0,0.9,59*[fluorescence artefact?],-7,32[fluorescence artefact?],20*,-8,82*[fluorescence artefact?]
COc1cc2c(cc1OC)C(c1cccc(OC)c1OC)CC(=O)N2 (stereo unspecified),1.3,1,1,2,-3,108,5,-2,-7
Cc1cc(Cl)cc(Br)c1OCCNCC(C)O (stereo unspecified),1.1,-6,1.2,-25,-17,108,0,11,-15[fluorescence artefact?]
Cc1ccc(N2CC(C(=O)OCC(=O)C(C)(C)C)CC2=O)cc1 (stereo unspecified),1.1,-4,1,-4,0,108,0,-7,-8
Cc1ccc(C(=O)n2nc(-c3cccnc3)nc2N)cc1,·,0,0.9,0[fluorescence artefact?],-11,104[fluorescence artefact?],-3,-1,3
NC(=S)n1[nH]c(-c2ccc([N+](=O)[O-])cc2)c(N=Nc2ccc(O)cc2)c1=O,1,92,0.7,92*,15,25[fluorescence artefact?],0,-13,38
CC(C)(C)c1ccc(-c2nnc3sc(-c4ccncc4)nn23)cc1,1,0,0.9,·,1,·,0,2,·
